Granule exo inh – LAMP-1 surface exposure blockers, TALL-104 cells – cell-based, flow cytometry, MLPCN library, primary screen | 360,000 compounds, 0.66% hits | TALL-104 LAMP-1 surface exposure; cells stimulated with thapsigargin and PMA | AID 651702, 2012 | inhibition, % at 10 µM;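 active = inhibition above about 55%, limit read from the data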
aDG glyco act – activators of alpha-DG glycosylation, primary screen, uHTS, Pro5-aDG cells, AlphaScreen; 360,000 compounds, 0.22% hits; activation, % at 10 µM; alpha-DG glycosylation AlphaScreen (IIH6); 0% Pro5, 100% B10-LARGE cell signal;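 active = activation of at least 8% versus controls, or a plate z-score of at least 8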;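 note: Pro5 are CHO cells carrying HIG-tagged alpha-DG that lacks glycosylation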
Vif imaging – HIV Vif self-association inhibitors, primary screen, imaging, HEK293T, single point; HEK293T cells, Vif self-association by quenched fluorescence, 24 h; inhibition, % at 7.49 µM; 340,000 compounds, 0.35% hits; in the data active = inhibition above about 50%, passing the limit was not always enough; note: some results filed as inactive read as strong as hits
PDI turbidity – inhibitors of human PDI, primary screen, biochemical, turbidity, single point, plate reader | Protein disulfide-isomerase (Homo sapiens), P07237 | PDI insulin aggregation turbidity, A650, 90 min | inhibition, % at 10 µM | 350,000 compounds, 0.052% hits;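 active = mean inhibition across replicates of 30% or more, whatever share of single replicates reach that level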;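 note: absorbance from insulin aggregation driven by PDI reduction with DTT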
Target sequence (P07237 whole entry, looked up): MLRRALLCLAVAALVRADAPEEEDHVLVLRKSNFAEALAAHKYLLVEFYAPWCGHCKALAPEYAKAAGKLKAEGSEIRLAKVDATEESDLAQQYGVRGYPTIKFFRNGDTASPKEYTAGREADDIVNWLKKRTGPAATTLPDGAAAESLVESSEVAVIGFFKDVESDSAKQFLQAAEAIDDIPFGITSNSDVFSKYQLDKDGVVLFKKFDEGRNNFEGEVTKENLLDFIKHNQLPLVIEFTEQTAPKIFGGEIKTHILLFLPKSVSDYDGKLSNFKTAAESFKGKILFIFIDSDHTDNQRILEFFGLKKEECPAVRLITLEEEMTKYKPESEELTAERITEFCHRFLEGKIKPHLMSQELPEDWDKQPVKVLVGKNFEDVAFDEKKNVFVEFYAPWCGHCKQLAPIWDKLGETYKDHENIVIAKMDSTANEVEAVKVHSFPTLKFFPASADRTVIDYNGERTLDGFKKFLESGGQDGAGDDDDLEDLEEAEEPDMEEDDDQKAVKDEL
hiPSC survival – enhancers of single-cell hiPSC survival, primary screen, ATPlite luminescence. survival enhancement, % at 20 µM. 360,000 compounds, 0.044% hits. AID 602274, 2012. 100% = ROCK inhibitor wells, 0% = DMSO; in the data active = survival enhancement above about 18%;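 note: cells exposed to compounds for 16 hours before the ATP read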
HTR2A ag – mouse Htr2a agonists via beta-arrestin recruitment, primary screen, cell-based, luminescence; 5-hydroxytryptamine receptor 2A (Mus musculus), P35363; CHO-K1 mHTR2A beta-arrestin complementation; percent of 30 µM serotonin response; activation, % at 7.6 µM; 360,000 compounds, 0.66% hits;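 active = activation above a run cutoff, the mean activation of all tested compounds plus 3 SD, cut at about 14% in these data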;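 note: 0% = plate median of compound wells and 100% = 30 µM serotonin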
Target sequence (P35363 whole entry, looked up): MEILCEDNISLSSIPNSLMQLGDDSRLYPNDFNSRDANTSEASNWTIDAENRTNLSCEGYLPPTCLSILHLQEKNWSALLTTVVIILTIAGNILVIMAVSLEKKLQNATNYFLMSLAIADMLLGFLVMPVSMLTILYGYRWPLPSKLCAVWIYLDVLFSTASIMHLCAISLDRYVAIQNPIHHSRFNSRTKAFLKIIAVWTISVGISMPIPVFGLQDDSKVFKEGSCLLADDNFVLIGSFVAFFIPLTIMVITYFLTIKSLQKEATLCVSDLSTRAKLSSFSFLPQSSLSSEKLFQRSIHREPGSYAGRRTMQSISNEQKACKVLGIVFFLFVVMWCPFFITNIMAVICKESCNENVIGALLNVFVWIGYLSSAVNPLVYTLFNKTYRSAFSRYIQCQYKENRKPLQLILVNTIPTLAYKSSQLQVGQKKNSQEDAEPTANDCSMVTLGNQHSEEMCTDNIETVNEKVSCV
ABCB6 inh 2 – ABCB6 transporter inhibitors, primary screen, K562-ABCB6 cells, flow cytometry, MLPCN library; K562-ABCB6 porphyrin accumulation, 1 h; stronger effect = lower value; ATP-binding cassette sub-family B member 6 (Homo sapiens), Q9NP58; fluorescence ratio to DMSO, % at 10 µM; 360,000 compounds, 0.19% hits;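 active = fluorescence ratio to DMSO below 75%, the collection mean minus 3 SD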;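 note: signal is porphyrin accumulated inside mitochondria; 100% equals median channel fluorescence of DMSO control wells; lower ratio means ABCB6 inhibition with less porphyrin fluorescence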
CaV13 FRET inh – Primary screen for inhibitors of IQ motif and Ca2+-dependent inactivation inhibitor domain binding in CACNA1D, Förster resonance energy transfer in living cells, …. 340,000 compounds, 0.098% hits. AID 743397. inhibition, % at 12.3 µM. HEK cells, CFP/YFP FRET ICDI-IQ, plate reader, 10 min; percent FRET-ratio fall versus neutral wells;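 active = mean replicate inhibition of at least 30% and at least 1% of replicates passing that level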;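 note: 0% = median of the neutral control wells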
N-glyco inh – increase of ERlucT glycosylation luciferase signal, primary screen, N-linked glycosylation inhibitor project, D54 ERlucT cells, luminescence, set 2 | D54 ERlucT glycosylation luciferase reporter, 24 h; percent of 100 nM tunicamycin response | reporter increase, % at 12.5 µM | 360,000 compounds, 0.23% hits | AID 588692, 2011;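 active = mean luciferase reporter signal, scaled so untreated is 0 and the glycosylation-blocking control 100, at or above a set limit in every replicate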;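 note: luciferase carries N-glycosylation sites so blocking glycosylation raises the light; 0% = median of neutral control wells and 100% = median of 100 nM tunicamycin wells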
H9c2 protect – cardioprotection against H2O2-induced cell death, primary screen, uHTS, H9c2 cells, ATPLite luminescence; AID 588492, 2011; H9c2 cardiomyocytes, H2O2 injury protection, 2 h; protection from H2O2 cell death, % at 20 µM; 360,000 compounds, 0.63% hits;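 active = compounds giving at least 50% protection of heart cells from peroxide-induced death in the single-dose screen, raw or plate-pattern-corrected value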;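 note: 0% = DMSO wells with peroxide and 100% = DMSO wells without peroxide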
An asterisk follows results filed as active; . = no result given; + = active, no number; & = joins results of further samples.

SMILES | Granule exo inh | aDG glyco act | Vif imaging | PDI turbidity | hiPSC survival | HTR2A ag | ABCB6 inh 2 | CaV13 FRET inh | N-glyco inh | H9c2 protect
CCOC(=O)c1cnn(-c2nc(CC)nc3sc4c(c23)CCC4)c1N | 0 | -0.1 | -5 | 5 | 1.8 | 2 | 97 | . | 2 | -3
O=C(CNc1ccc(F)cc1)N/N=C1\CCc2ccccc21 | -4 | 0.2 | 6 | -5 | -2.8 | 1 | 104 | 3 | 0 | -7
Cn1nc(C(C)(C)C)cc1C(=O)N1CCCCC1c1cc(C(=O)NCc2ccccc2)no1 (configuration not stated) | -3 | 1.4 | -23 | -7 | -0.2 | 4 | 102 | -2 | -1 | -16
COC(=O)c1nonc1NCn1nnc2ccccc21 | -2 | -0.1 | -14 | -4 | 8.4 | -3 | 98 | . | 1 | 8
Cc1ccc(S(=O)(=O)/N=C2/NC(=O)/C(=C/c3ccccc3)S2)cc1 | 5 | 0.1 | -1 | 4 | -0.8 | 6 | 102 | -4 | -2 | -10
COC(=O)c1c(NC(=O)CN(c2ccccc2)S(C)(=O)=O)sc2c1CCCC2 | 3 | -0.5 | 1 | 18 | 7.4 | 2 | 100 | -4 | -4 | -6
CC[C@]1(C(=O)OC)[C@H]2C(=O)N(C)C(=O)[C@H]2[C@H]2CN(C)C(=NC3CCCCC3)N21 | -1 | 3.6 | -2 | 9 | 0.2 | 1 | 104 | -5 | 0 | 7
O=C(COC(=O)[C@@H]1CCCN1S(=O)(=O)c1ccccc1F)c1ccccc1 | -1 | 0.7 | 1 | 0 | -0.5 | -3 | 101 | -1 | 1 | 6
C[C@@H]1CN([C@@H](C)CO)S(=O)(=O)c2ccc(Br)cc2O[C@H]1CN(C)C(=O)c1ccncc1 | 0 | 0.2 | -3 | -5 | 1.2 | -4 | 92 | -5 | 1 | 2
O=C(Nc1nnc(CCS(=O)(=O)c2ccc3ccccc3c2)s1)c1ccc([N+](=O)[O-])cc1 | -1 | -0.2 | -2 | -10 | 0.1 | 4 | 96 | -3 | 1 | -1
COc1ccc(CCNC(=O)C2CCCN(c3ncccn3)C2)cc1 (configuration not stated) | -6 | -0.1 | 6 | -1 | 1.3 | 3 | 92 | -6 | 0 | 11
CC(C)c1nc(SCC(=O)N2CCCc3ccccc32)c2c(=O)n(C)c(=O)n(C)c2n1 | -8 | -0.5 | 4 | . | 1.1 | -1 | 93 | -5 | -6 | 40
CC1(C)CCC[C@]2(C)C(CS(=O)c3ccccc3)=C(C=O)CC[C@@H]12 (some centres not stated) | 2 | 0.6 | -13 | 0 | 0.5 | 0 | 96 | -6 | 0 | 5
CCCOc1ccc(C(=O)CCC(=O)NNC(=O)c2ccncc2)cc1 | -2 | 0.0 | . | 0 | 0.6 | -6 | 99 | -3 | 2 | 1
O=C(CSc1n[nH]c(-c2cccs2)n1)NCCc1ccccc1 | 18 | 0.1 | 6 | 0 | -0.5 | -4 | 100 | -3 | 1 | -4
COc1ccc(CCNC(=O)C2CCN(C(=O)NC3CCCCC3)CC2)cc1 | 0 | 0.0 | . | -1 | 0.3 | -2 | 96 | . | -1 | -4
CC(=O)NN1C(=O)/C(=C\c2ccccc2)SC1=S | -3 | -0.2 | . | 12 | -0.2 | 5 | 100 | -2 | 0 | -5
CC(C)(CNS(=O)(=O)c1ccc(Br)s1)N1CCOCC1 | 5 | -0.3 | 1 | 2 | 0.3 | 0 | 100 | -6 | 1 | -1
CCSc1nnc(CNC(=O)C23CC4CC(CC(C4)C2)C3)n1C1CCCCC1 | 0 | 0.3 | 5 | 9 | -0.7 | 3 | 99 | -19 | -2 | 1
CC1CCCCN1Cc1cnc(Cl)s1 (configuration not stated) | -3 | -0.3 | 21 | 6 | -2.1 | 2 | 106 | -1 | 0 | 2
Cc1ccccc1NC(=O)CC1S/C(=N/c2nccs2)N(C)C1=O (configuration not stated) | 4 | 0.4 | 9 | 3 | 3.6 | 2 | 97 | -5 | 1 | 3
O=c1oc2ccccc2c(Nc2cccc3cccnc23)c1[N+](=O)[O-] | -2 | 0.4 | 1 | 1 | -1.1 | 0 | 153 | -5 | 2 | 0
Cc1noc(C)c1C(=O)N1CCC(Cc2ccccc2)CC1 | -2 | 0.0 | 0 | -1 | 0.5 | -3 | 102 | -7 | -4 | -1
Cn1c2ccccc2c2cc(C(=O)OCC(=O)N3CC(=O)Nc4ccccc43)sc21 | 2 | 0.3 | 6 | -5 | 6.0 | 6 | 93 | . | 6 | 0
CC1CCCCC1NC(=O)CN1C(=O)c2cccc(N)c2C1=O (configuration not stated) | 2 | -0.3 | -2 | 1 | 0.3 | 6 | 100 | + | 3 | 11
CC(C)(C)NC(=O)CSc1nnc(-c2ccccc2)c(-c2ccccc2)n1 | 6 | 0.1 | -3 | 10 | 0.9 | -2 | 93 | . | -10 | 6
NC(N)=NS(=O)(=O)c1ccc(NC(=S)NC(=O)c2ccccc2)cc1 | 4 | -0.1 | . | 3 | -0.4 | -2 | 101 | -6 | -1 | 7
Cc1cc(C)nc(N2CCC(C(=O)NCc3ccccc3)CC2)n1 | 0 | -0.1 | 18 | 4 | 11 | -2 | 99 | -5 | 1 | -1
O=C(CSc1nc2ccccc2c(=O)n1-c1ccc(Cl)cc1)c1ccco1 | -2 | -0.3 | 39 | 6 | 0.6 | 0 | 96 | -3 | 0 | -8
CCOc1cc(C=NN2CCCCCC2)ccc1O | 0 | 0.1 | -1 | -30 | 0.4 | 0 | 98 | -6 | 3 | -5

The list continues:
Values run as follows: Granule exo inh	aDG glyco act	Vif imaging	PDI turbidity	hiPSC survival	HTR2A ag	ABCB6 inh 2	CaV13 FRET inh	N-glyco inh	H9c2 protect
Cn1c(=O)c(C(=O)CN2CCCCCC2)c(N)n(Cc2ccccc2)c1=O
  -2	0.0	-3	0	-0.7	7	91	-2	2	-6
O=C(O)CCC(=O)NCCn1c(-c2ccccc2)csc1=Nc1ccccc1
  1&-5	0.3&-0.3	15&-3	1&1	3.7&0.3	4&2	99&100	-6	-11&1	7&4
O=C(NCc1ccccn1)[C@@H]1CCCN1C(=O)[C@@H]1CCCN1C(=O)c1c(F)cccc1F
  -1	0.2	.	.	-0.1	5	93	-6	.	.
COc1ccc(NC(=O)Nc2ccc3nc(C)c(C)nc3c2)cc1
  4	0.2	1	-1	-0.2	2	94	-3	-2	17
CCn1nnc2cc(C(=O)Nc3cc(S(C)(=O)=O)ccc3Cl)ccc21
  0	-0.1	.	1	0.0	-4	100	-10	1	8
Cc1ccc2nsnc2c1S(=O)(=O)N(CCO)Cc1cc2cc3c(cc2[nH]c1=O)OCCO3
  -2	0.0	16	-5	0.2	1	101	.	2	13
Fc1ccc(-c2nc3c4ccccc4ccn3c2Cc2ccsc2)cc1
  0	0.5	.	.	2.3	-8	103	-3	1	-2
O=S(=O)(c1ccc(-c2csc(Nc3ccc(Br)cc3)n2)cc1)N1CCCC1
  12	-0.1	0	0	0.3	-6	90	-5	-6	-14
O=S(=O)(NN=C1CCCCCCC1)c1ccccc1
  -5	0.2	0	-6	4.8	6	105	25	2	2
O=C(CCn1c(=O)sc2ccccc21)Nc1nccs1
  6	0.2	-9	-4	-2.4	2	100	-5	2	1
CC(=O)Oc1cccc(C(=O)Nc2ccccc2C(=O)N2CCCC2)c1
  3	0.0	-8	-6	-0.3	0	97	-3	1	-1
CCNc1nc(NCC)n2c(SCC(=O)c3ccccc3F)nnc2n1
  -3	0.5	-10	5	0.3	-1	101	-43	-2	-4
COc1ccc(CCCC(=O)NC2CCCCC2C)c(C)c1 (configuration not stated)
  0	-0.1	1	9	-0.5	-3	106	.	1	-3
CCCCNC(=S)NNC(=O)c1nn(C)c(C)c1Cl
  0	0.4	-3	1	-2.1	-7	99	-5	0	3
O=C1CCc2cc(NS(=O)(=O)c3ccc(F)cc3)cc3c2N1CC3
  1	-0.2	0	3	-0.3	-1	101	.	7	3

An excerpt from above in order of heavy-atom count, largest number first.
Values run as follows: Granule exo inh	aDG glyco act	Vif imaging	PDI turbidity	hiPSC survival	HTR2A ag	ABCB6 inh 2	CaV13 FRET inh	N-glyco inh	H9c2 protect
O=C(COC(=O)[C@@H]1CCCN1S(=O)(=O)c1ccccc1F)c1ccccc1
  -1	0.7	1	0	-0.5	-3	101	-1	1	6
NC(N)=NS(=O)(=O)c1ccc(NC(=S)NC(=O)c2ccccc2)cc1
  4	-0.1	.	3	-0.4	-2	101	-6	-1	7
Cc1ccccc1NC(=O)CC1S/C(=N/c2nccs2)N(C)C1=O (configuration not stated)
  4	0.4	9	3	3.6	2	97	-5	1	3

Quoted at random: 2 compounds from above.
Values run as follows: Granule exo inh	aDG glyco act	Vif imaging	PDI turbidity	hiPSC survival	HTR2A ag	ABCB6 inh 2	CaV13 FRET inh	N-glyco inh	H9c2 protect
CC(C)(CNS(=O)(=O)c1ccc(Br)s1)N1CCOCC1
  5	-0.3	1	2	0.3	0	100	-6	1	-1
CC1CCCCC1NC(=O)CN1C(=O)c2cccc(N)c2C1=O (configuration not stated)
  2	-0.3	-2	1	0.3	6	100	+	3	11

Next part.
Values run as follows: Granule exo inh	aDG glyco act	Vif imaging	PDI turbidity	hiPSC survival	HTR2A ag	ABCB6 inh 2	CaV13 FRET inh	N-glyco inh	H9c2 protect
CSc1ccccc1NC(=O)c1ccc2c(c1)CCN2S(C)(=O)=O
  11	-0.2	8	0	-0.5	-6	97	-4	-1	12
O=C(CN1C2CCC1CC(NC(=O)NC1CCCCC1)C2)NC1CC1 (configuration not stated)
  -2	0.0	2	5	-1.6	0	97	-5	1	2
Cc1cccc(C)c1NC(=O)CN(c1ccccn1)S(=O)(=O)c1ccc(F)cc1
  9	-0.1	8	-8	-1.3	-4	101	-7	0	1
Cc1cccn2c(=O)c3cc(C(=O)NC4CCCC4)c(=N)n(CCc4ccccc4)c3nc12
  69*	0.2	11	0	-0.7	-8	91	2	30*	-19
CC1(C)Cc2c(sc3c2C(=O)N(c2ccccc2)C2=NCCCN23)CO1
  1	-0.2	5	3	3.7	-1	100	-7	0	1
COc1ccccc1NC(=O)C(C)Sc1nnc2ccccn12 (configuration not stated)
  -4	0.1	-7	0	-0.5	1	94	-4	3	-4
COc1ccccc1C1(CCNS(=O)(=O)c2ccc(C)cc2)CCOC(C(C)C)C1 (configuration not stated)
  4	0.1	-4	0	1.5	-5	99	-7	-5	-2
C#CCOCCOCCOCCNc1nc(N2CCN(C(=O)CCCCCCCCCCNC(=O)[C@H]([C@@H](C)CC)n3cc(CCCCCN)nn3)CC2)nc(N2CCN(C(=O)CCCCCCCCCCNC(=O)[C@H](CCCCN)n3cc(CCCC(=O)O)nn3)CC2)n1
  -2	-0.3	2	2	8.4	1	88	.	-2	0
Cc1cccc(CSC(Nc2ccc(F)cc2)=C(C#N)C#N)c1
  6	1.4	5	-4	-0.4	-4	91	-16	-3	-14

Compound activity deposited in PubChem by several laboratories.
